# Screens: PubChem, Broad Institute
# esBAF inh – blocks esBAF chromatin remodeling in mouse ES cells. Bmi1-luciferase knock-in reporter, 24 h; 100% = twice the neutral-well signal. reporter increase, % at 12.5 µM. 2% of 350,000 active. AID 602393; in the data active = activation above about 40%;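 note: 0% = median of the plate's neutral control wells and 100% = double that signal; a rise in the Bmi1 reporter signal indicates esBAF inhibition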
# E-sel inducer – induces E-selectin expression in human endothelial cells. P16581. HUVEC E-selectin immunofluorescence imaging; normalized: neutral wells 0, TNF-alpha wells 100. activation, % at 7.58 µM. 0.37% of 260,000 active. AID 686992;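 active = mean E-selectin-positive cell signal at least 10% of the positive control, reached in at least 60% of replicates, without over 20% cell loss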;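 note: in these data hits start at about 27%; measured in HUVEC primary endothelial cells; signal is the percent of cells scored E-selectin positive by PE staining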
# Target sequence (P16581 whole entry, looked up): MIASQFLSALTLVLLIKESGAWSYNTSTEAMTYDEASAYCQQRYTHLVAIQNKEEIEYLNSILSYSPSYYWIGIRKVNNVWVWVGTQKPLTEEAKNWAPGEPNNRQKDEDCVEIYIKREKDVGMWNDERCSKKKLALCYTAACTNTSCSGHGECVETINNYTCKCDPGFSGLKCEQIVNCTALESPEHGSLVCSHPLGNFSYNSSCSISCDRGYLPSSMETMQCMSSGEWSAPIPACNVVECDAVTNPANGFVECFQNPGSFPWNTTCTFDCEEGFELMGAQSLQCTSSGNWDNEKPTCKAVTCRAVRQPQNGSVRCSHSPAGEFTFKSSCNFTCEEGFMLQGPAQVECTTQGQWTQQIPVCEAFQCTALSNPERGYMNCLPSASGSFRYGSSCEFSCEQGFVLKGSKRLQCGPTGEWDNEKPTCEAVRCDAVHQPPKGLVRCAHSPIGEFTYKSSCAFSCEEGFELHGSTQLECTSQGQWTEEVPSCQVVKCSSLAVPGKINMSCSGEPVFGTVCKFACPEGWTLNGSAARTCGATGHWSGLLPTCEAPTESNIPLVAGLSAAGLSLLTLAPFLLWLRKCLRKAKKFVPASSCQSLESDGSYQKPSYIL
#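 Test system – human umbilical vein endothelial cells (HUVEC), E-selectin induction · Input – 3,000 HUVEC seeded per well · Buffer or medium – EGM-2, gelatin · Compound dosing – single-point compound dose · Detection – immunofluorescence imaging · Measure – percent E-selectin-positive cells · Controls – TNF-alpha high, DMSO low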
# Xi reactivation – activators of X-chromosome reactivation in mouse fibroblasts; 0.055% of 360,000 active; XiGFP mouse fibroblasts, % GFP-positive cells imaging, 3 d; cells co-treated with 5-aza-dC sensitizer; scaled so ellipticine positive control = 100%; activation, % at 7.58 µM; AID 743238;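 active = mean normalized replicate activation at least 10% and every replicate at or above 10%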;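 note: 0% = median of on-plate neutral control wells and 100% = ellipticine 6 µM median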
#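 material = 68-5-11 XiGFP fibroblast line | medium = DMEM plus 5-aza-dC sensitizer | schedule = 3 days compound exposure | benchmarks = positive control ellipticine, 6 µM final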
# RAD54 inh – RAD54 (human) branch migration inhibition. RAD54 Holliday junction branch migration, FAM/BHQ fluorescence. inhibition, % at 10.4 µM. 0.14% of 360,000 active;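 active = mean normalized replicate activity at least 40 and at least half of replicates scoring 40 or more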;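 note: 0% = median of neutral control wells and 100% = median of positive control wells; inhibitors cause a drop in the FAM fluorescence signal; in these data hits start at about 50%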
# The depositor's hits bear a star; / = no result given; & = joins results of further samples. Only part of the results is shown, so the mix of outcomes need not match the whole.
# The line under a structure holds: esBAF inh, E-sel inducer, Xi reactivation, RAD54 inh
> CN1CCN(c2ccc(C=O)cc2)CC1
→ /, /, /, -1.1
> CCCCCn1c(=O)c(C(=O)Nc2c(C)n(C)n(-c3ccccc3)c2=O)c(O)c2ccccc21
→ /, /, /, 1.0
> CC(C)OCCCNC(=O)c1c(N)n(Cc2cccs2)c2nc3ccccc3nc12
→ /, /, /, -4.3
> Cc1ccc(-n2c(O)c(C=Nc3ccc(S(=O)(=O)N(C)C)cc3)c(=O)[nH]c2=O)cc1
→ /, /, /, -21.2
> Cc1ccc(OP(=O)(NCc2ccccc2)Oc2ccc(C)cc2)cc1
→ /, /, /, -2.0
> Cc1ccc(S(=O)(=O)N2CCCCC2)cc1NC(=O)CN1CC=C(c2ccccc2)CC1
→ /, /, /, -6.3
> CC(C)CCn1c(N)c(C(=O)OCC2CCCO2)c2nc3ccccc3nc21 (stereo unspecified)
→ /, /, /, -7.6
> O=C(NCc1ccc(C(=O)N2CCC3(CC2)OCCO3)cc1)c1ccc2c(c1)OCO2
→ /, /, /, -18.6
> COc1ccccc1OCCCn1cc(C(=O)c2ccco2)c2ccccc21
→ /, /, /, -9.4
> Nc1c(C(=O)NC2CCCC2)c2nc3ccccc3nc2n1CC1CCCO1 (stereo unspecified)
→ /, /, /, -17.5
> CC(=O)N1CN2CN(C(C)=O)CC(C(=O)c3ccccc3)(C2)C1
→ /, /, /, 2.3
> CCC(C)OC(=O)c1c(N)n(Cc2cccs2)c2nc3ccccc3nc12 (stereo unspecified)
→ /, /, /, 0.3
> CCC(C)N1CCN(C(=O)Cc2ccccc2)CC1 (stereo unspecified)
→ /, /, /, 3.6
> O=C(Cc1ccccc1)N1CCN(CC2CC=CCC2)CC1 (stereo unspecified)
→ /, /, /, -4.5
> CNC(=O)N(C)c1nnc(C(C)(C)C)s1
→ /, /, /, 2.6
> O=C(CN1CCCCC1)NCC(=O)Nc1ccc(Br)cc1C(=O)c1ccccc1
→ /, /, /, 8.6
> C=CCn1c(O)c(C(C)=NCCN2CCOCC2)c(=O)[nH]c1=O
→ /, /, /, -2.6
> COc1ccc(/C=C2\C(=N\O)C3CCN2CC3)cc1
→ /, /, /, 3.3
> COc1ccccc1N(CC(=O)NC1CCCC1)C(=O)c1cnn(C(C)C)c1
→ /, /, /, -10.5
> c1ccc(CNC2=NCCS2)cc1
→ /, /, /, 2.0
> O=C(c1cccn2c(=O)c3cc(Br)ccc3nc12)N1CCC2(CC1)OCCO2
→ /, /, /, -2.1
> CCOC(=O)c1cn2nc(OP(=S)(OCC)OCC)cc2nc1C
→ /, /, /, -6.7
> O=S(=O)(c1ccccc1)N1CN2CCN(C2)C1
→ /, /, /, -4.6
> C(#CCN1CCOCC1)COC/C=C/c1ccccc1
→ 17.9, /, /, /
> O/N=C1/C(=C\c2ccccc2)N2CCC1CC2
→ 3.2, /, /, /
> COc1ccc2c(c1OC)C(=O)OC2c1c(O)n(C2CCCCC2)c(=O)[nH]c1=O (stereo unspecified)
→ 5.5, /, /, /
> CCCC1(CCC)C(=O)NC(=Nc2ccccc2)NC1=O
→ 5.1, /, /, /
> CCC(=NC1CC1)c1c(O)n(-c2ccc(OC)cc2)c(=O)[nH]c1=O
→ -2.2, /, /, /
> COc1cc(C(=O)Nc2ccc(Br)cc2C(=O)c2ccccc2)cc(OC)c1OC
→ -2.7, /, /, /
> O=C(Cc1ccccc1)N1CCN(C/C=C/c2ccccc2)CC1
→ 2.2, /, /, /

# As entered above.
# esBAF inh with CCCC1(CCC)C(=O)NC(=Nc2ccccc2)NC1=O is entered as 5.1
# esBAF inh with COc1ccc2c(c1OC)C(=O)OC2c1c(O)n(C2CCCCC2)c(=O)[nH]c1=O (stereo unspecified) is entered as 5.5

# Returning to the listing, starting 4 compounds before the break.
# The line under a structure holds: esBAF inh, E-sel inducer, Xi reactivation, RAD54 inh
> CCCC1(CCC)C(=O)NC(=Nc2ccccc2)NC1=O
→ 5.1, /, /, /
> CCC(=NC1CC1)c1c(O)n(-c2ccc(OC)cc2)c(=O)[nH]c1=O
→ -2.2, /, /, /
> COc1cc(C(=O)Nc2ccc(Br)cc2C(=O)c2ccccc2)cc(OC)c1OC
→ -2.7, /, /, /
> O=C(Cc1ccccc1)N1CCN(C/C=C/c2ccccc2)CC1
→ 2.2, /, /, /
> CCN1CCN(Cc2cc(C(C)(C)C)c(O)c(C(C)(C)C)c2)CC1
→ /, -0.2, /, /
> O=c1[nH]c(=S)n(Cc2ccc(F)cc2)c(O)c1C=NCC1CCCO1 (stereo unspecified)
→ /, -1.1, /, /
> COc1cc(C2SCC(=O)Nc3c2c(=O)[nH]n3C2CCCCCC2)cc(OC)c1OC (stereo unspecified)
→ /, 0.3, /, /
> CS(=O)(=O)N1C[C@@H]2N[C@H](C1)C2c1ccc(Br)cc1 (stereo partly specified)
→ /, /, 0.3, /
> CS(=O)(=O)N1C[C@@H]2C(c3ccc(Br)cc3)[C@H](C1)N2CC1CC1 (stereo partly specified)
→ /, /, 0.3&0.3, /
> CN1CCN(S(=O)(=O)c2cnc(Cl)c(Br)c2)CC1
→ /, /, -0.1, /
> CC(=O)N1C[C@@H]2C(c3ccc(Br)cc3)[C@H](C1)N2CC1CC1 (stereo partly specified)
→ /, /, 0.2&0.1, /
> COc1ccc(N/N=C/c2c(O)n(-c3ccc(C)c(C)c3)c(=O)[nH]c2=O)cc1
→ /, /, 0.0, /
> CCOP(=O)(OCC)C(NC(=O)c1ccccc1C)C(Cl)(Cl)Cl (stereo unspecified)
→ /, /, -0.1, /
> CN1[C@@H]2CN(S(C)(=O)=O)C[C@H]1C2c1ccccc1 (stereo partly specified)
→ /, /, 0.2&0.2, /
> COc1ccccc1CN1[C@@H](CO)[C@@H](c2ccccc2)C12CN(C(=O)Cc1ccccc1)C2
→ /, /, 0.0, /
> CCCCN(Cc1ccccc1)C1CCN(CCc2ccccc2)CC1
→ /, /, 0.2, /
> CC/C(=N\N1CCCCCC1)c1c(O)n(-c2ccccc2C)c(=O)[nH]c1=O
→ /, /, 0.0, /
> Cc1cccc(-n2c(O)c(/C=C/C=Nc3ccccc3)c(=O)[nH]c2=O)c1
→ /, /, 0.7, /
> C=CCN1[C@@H]2CN(CC(F)(F)F)C[C@H]1C2c1ccc(Br)cc1 (stereo partly specified)
→ /, /, 0.1&0.3, /
> N#CC1(c2ccccc2)CCN(C2CC(=O)N(c3ccc(F)cc3)C2=O)CC1 (stereo unspecified)
→ /, /, -0.1, /
> CCCCCCC(=O)c1c(O)n(-c2ccccc2OC)c(=O)[nH]c1=O
→ /, /, 0.3, /
> CCC(C)C1(CC)C(=O)NC(=O)N=C1N (stereo unspecified)
→ /, /, 0.0, /
> CC1CCC(C(C)C)C(OC(=O)COC(=O)c2ccccc2N)C1 (stereo unspecified)
→ /, /, 0.3, /
> CS(=O)(=O)N1C[C@@H]2N[C@H](C1)C2c1ccccc1 (stereo partly specified)
→ /, /, 0.2&0.3, /
> Cc1cccc(CN2CCCC(C(=O)c3cccc(OC(C)C)c3)C2)n1 (stereo unspecified)
→ /, /, 0.1, /
> FC(F)(F)CN1CC2NC(C1)C2c1ccc(Br)cc1 (stereo unspecified)
→ /, /, 0.3, /
> CCN(CC)c1ccc(N=Cc2c(O)n(CCc3ccc(OC)c(OC)c3)c(=O)[nH]c2=O)cc1
→ /, /, 5.9, /
> OC[C@@H]1Nc2ccc(C#Cc3cccnc3)cc2[C@H]2NCC[C@@H]12
→ /, /, 0.3, /
> CCCn1c(C(=O)c2ccccc2OC)nc2ccccc21
→ /, /, 0.0, /
> CN1C(=O)C(=Cc2ccccc2OCc2ccccc2Cl)C(=O)N(C)C1=O
→ /, /, 0.0, /
> COc1ccc(CN2CCN(C(=O)Cc3ccccc3)CC2)c(OC)c1
→ /, /, 0.0, /
> O=C(Cc1ccccc1)N1CC2(C1)[C@@H](c1ccccc1)[C@H](CO)N2Cc1cccc(F)c1
→ /, /, 0.4, /
> FC(F)(F)CN1C[C@@H]2N[C@H](C1)C2c1ccc(Br)cc1 (stereo partly specified)
→ /, /, 0.3, /
> Cc1nn(Cc2ccccc2Cl)c(C)c1C(=O)NC1CCCc2ccccc21 (stereo unspecified)
→ /, /, 0.0, /

# Looked up by structure from above (6):
# The line under a structure holds: esBAF inh, E-sel inducer, Xi reactivation, RAD54 inh
> CC(=O)N1C[C@@H]2C(c3ccc(Br)cc3)[C@H](C1)N2CC1CC1 (stereo partly specified)
→ /, /, 0.2&0.1, /
> O=C(Cc1ccccc1)N1CC2(C1)[C@@H](c1ccccc1)[C@H](CO)N2Cc1cccc(F)c1
→ /, /, 0.4, /
> CCOP(=O)(OCC)C(NC(=O)c1ccccc1C)C(Cl)(Cl)Cl (stereo unspecified)
→ /, /, -0.1, /
> COc1ccc(CN2CCN(C(=O)Cc3ccccc3)CC2)c(OC)c1
→ /, /, 0.0, /
> COc1cc(C2SCC(=O)Nc3c2c(=O)[nH]n3C2CCCCCC2)cc(OC)c1OC (stereo unspecified)
→ /, 0.3, /, /
> CCCCCCC(=O)c1c(O)n(-c2ccccc2OC)c(=O)[nH]c1=O
→ /, /, 0.3, /

# (cont.)
# The line under a structure holds: esBAF inh, E-sel inducer, Xi reactivation, RAD54 inh
> CCc1ccc(/C=C(/C#N)C(N)=S)cc1
→ /, /, 0.2, /
> CCN1C(=O)C(=C2C=C(C)N(Cc3ccco3)C(C)=C2)C(=O)N(CC)C1=S
→ /, /, -0.1, /
> CNC(C(=O)c1ccccc1)C(OC)c1ccc(C)cc1 (stereo unspecified)
→ /, /, -0.2, /
> CCOP(=O)(OCC)C(C)(C)NC(=O)C(Cl)(Cl)Cl
→ -3.3, /, /, -2.7
> Cc1c(N=Cc2c(O)n(CCc3ccc(F)cc3)c(=O)[nH]c2=O)c(=O)n(-c2ccccc2)n1C
→ 5.0, /, /, 4.7
> CN1C(=O)C(Cc2cccc3ccccc23)C(=O)N(C)C1=O
→ 11.1, /, /, 3.7
> CCOc1ccc2[nH]c(=O)c(CN(CCO)C3(c4nnnn4C4CCCCC4)CCCCC3)cc2c1
→ -6.5, /, /, -5.1
> Cc1ccc(C(=O)Nc2ccc(Cl)cc2C(=O)c2ccccc2)cc1
→ -13.0, /, /, 8.6
> COc1ccc(Cl)cc1NC1=NCC(C)S1 (stereo unspecified)
→ 8.2, /, /, 3.1
> CNP(=S)(NC)OCCOc1ccc(OC)cc1
→ -2.5, /, /, -12.2
> O=P1(Nc2cccnc2)COc2ccccc2OC1
→ 0.2, /, /, 9.1
> CCCSc1nc(O)c(CC)c(=O)n1C(C)CC (stereo unspecified)
→ -5.2, /, /, 4.0
> CN1CCN(c2ncnc3ccc(Br)cc23)CC1
→ -4.8, /, /, 6.9
> CCOP(=O)(CN(CC)CCNP(=O)(OCC)OCC)OCC
→ -10.2, /, /, -21.4
> CCCCOC(=O)COc1cc(C)cc2oc(=O)c3c(c12)CCC3
→ -1.1, /, /, 5.7
> CC(C)OC(=O)c1c(N)n(CC2CCCO2)c2nc3ccccc3nc12 (stereo unspecified)
→ 7.6, /, /, 1.5
> COc1ccc(CC2C(=O)N(C)C(=O)N(C)C2=O)c(OC)c1
→ -6.7, /, /, -14.5
> C=CCn1c(O)c(C=NCCN2CCNCC2)c(=O)[nH]c1=O
→ 4.4, /, /, -5.8
> Cn1c(=O)cc(OCC(=O)N2CCN(Cc3ccc4c(c3)OCO4)CC2)c2ccccc21
→ -1.5, /, /, 6.0
> CCOP(=O)(OCC)C(NC(C)=O)C(Cl)(Cl)Cl (stereo unspecified)
→ -1.0, /, /, 7.3
> CC1(C)CC(n2[nH]c(=O)c3c2NC(=O)CSC3c2ccc(F)cc2)CCO1 (stereo unspecified)
→ 5.0, /, /, -7.8
> Cc1c2cnn(CC(=O)N3CCC4(CC3)OCCO4)c(=O)c2c(C)n1Cc1ccccc1F
→ 4.0, /, /, -0.9
> CCOC(=O)[C@@]1(C#N)[C@@H]2C=CC(C(N)=O)=CN2[C@@H](C(N)=O)[C@@H]1c1cccc(Cl)c1
→ -8.0, /, /, -13.0
> Fc1ccc(NC2=NCCS2)cc1Cl
→ 0.2, /, /, 3.9
> Clc1cccc(Cl)c1CN1CCN(c2ccccc2)CC1
→ -4.4, /, /, -2.0
> Cc1n[nH]c(C)c1CCN
→ -2.2, /, /, -7.1
> CCOP(=O)(OCC)C(CC)N1CCOCC1 (stereo unspecified)
→ 5.3, /, /, -13.9
> COc1ccc(S(=O)(=O)Cc2ccc(C(=O)N3CCC4(CC3)OCCO4)o2)cc1
→ 2.8, /, /, 10.1
> CCC(CC)C1C(C#N)=C(N)Oc2c1c(=O)oc1ccccc21 (stereo unspecified)
→ 2.2, /, /, 10.8
> CCc1c(C)nc(N)nc1N1N=C1SC
→ 3.6, /, /, 5.7
> CCOC(=O)C(NC(=O)CC)(Nc1ccc(C(O)(C(=O)OCC)C(F)(F)F)cc1C)C(F)(F)F (stereo unspecified)
→ -4.5, /, /, -3.1
